Prostate diff – promotes differentiation of LNCaP prostate cells; flow cytometry side scatter, 4 d; side scatter shift, % at 10 µM; 24,000 compounds, 0.56% hits; AID 795;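 active = side scatter shift above 30%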;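 also: androgen-responsive LNCaP prostate cancer cells in charcoal-stripped serum medium; percent of cells past a gate set so DMSO wells show 10% shift; higher shift means more granular cells and more differentiation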
VLA-4 antagonist – inhibition of LDV-FITC ligand binding to human VLA-4 integrin; Jurkat cells, LDV-FITC binding with Mn2+, flow cytometry; 100% = Mn2+-driven binding gain fully reversed; AID 529; inhibition, % at 10 µM (by protocol); P13612; 24,000 compounds, 0.2% hits;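 active = inhibition above 50%; inconclusive = compound itself fluorescent, judged against control cell fluorescence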;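 also: 0% = Mn2+ stimulated cells lacking compound and 100% = ligand binding without Mn2+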
Target sequence (P13612 whole entry, looked up): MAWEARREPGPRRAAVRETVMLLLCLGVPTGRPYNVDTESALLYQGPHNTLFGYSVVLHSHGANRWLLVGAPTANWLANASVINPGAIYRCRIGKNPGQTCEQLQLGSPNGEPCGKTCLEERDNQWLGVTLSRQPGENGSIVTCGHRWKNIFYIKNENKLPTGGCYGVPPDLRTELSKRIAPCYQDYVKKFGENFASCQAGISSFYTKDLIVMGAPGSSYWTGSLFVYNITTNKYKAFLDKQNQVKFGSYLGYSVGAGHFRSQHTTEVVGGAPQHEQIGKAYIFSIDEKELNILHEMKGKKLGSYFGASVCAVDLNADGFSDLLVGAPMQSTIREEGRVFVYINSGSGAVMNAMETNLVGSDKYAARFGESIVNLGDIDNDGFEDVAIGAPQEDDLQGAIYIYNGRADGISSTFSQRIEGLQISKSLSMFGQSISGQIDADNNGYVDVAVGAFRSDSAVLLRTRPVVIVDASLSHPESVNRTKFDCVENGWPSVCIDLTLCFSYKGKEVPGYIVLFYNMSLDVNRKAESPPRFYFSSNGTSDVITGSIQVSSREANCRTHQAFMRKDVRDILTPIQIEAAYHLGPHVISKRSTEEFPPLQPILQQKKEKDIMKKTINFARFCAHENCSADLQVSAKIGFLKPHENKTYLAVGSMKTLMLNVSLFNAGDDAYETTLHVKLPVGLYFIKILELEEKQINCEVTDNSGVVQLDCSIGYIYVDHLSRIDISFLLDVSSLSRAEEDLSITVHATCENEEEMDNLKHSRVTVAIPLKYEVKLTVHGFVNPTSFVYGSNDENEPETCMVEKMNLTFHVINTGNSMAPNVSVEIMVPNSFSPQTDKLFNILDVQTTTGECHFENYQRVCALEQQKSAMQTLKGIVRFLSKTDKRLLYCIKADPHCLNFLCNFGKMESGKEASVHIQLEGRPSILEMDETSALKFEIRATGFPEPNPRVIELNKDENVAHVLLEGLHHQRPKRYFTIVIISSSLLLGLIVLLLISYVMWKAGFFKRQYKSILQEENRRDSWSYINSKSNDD
Autofluor Jurkat – compound fluoresces in Jurkat cells, VLA-4 screen interference; compound autofluorescence, flow cytometry; hits give high values; 1 = vehicle-only cell background; fluorescence ratio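 (tested at 10 µM compound in the well)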; 24,000 compounds, 0.61% hits;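 active = fluorescence ratio above 2.44, which is 1 plus 3 SD of all ratios; inconclusive = signal too bright to measure linearly, ratio around 10 or more; inactive = fluorescence ratio below 2.44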;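 also: green fluorescence of cells measured with 488 nm excitation and 530 nm emission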
VLA-4 allo ag – allosterically activates the human VLA-4 integrin. P13612. Jurkat cells, LDV-FITC binding, flow cytometry. activation, % at 10 µM (by protocol). 24,000 tested, under 10 active. AID 528;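 active = fluorescent ligand binding to cells raised by more than 40% of the manganese-induced maximum; inconclusive = compound's own fluorescence above 85% of the ligand control signal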;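 also: 0% = ligand binding without compound and 100% = manganese-stimulated maximal binding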
An asterisk follows results filed as active; u = inconclusive. An excerpt; rates above refer to the full screens.

Fields: Prostate diff | VLA-4 antagonist | Autofluor Jurkat | VLA-4 allo ag
> CCCCN(C)CCCNC(=O)c1ccc(N2CCCC2=O)cc1
  12 | -30 | 0.97 | 8
> COCCNC(=O)C1CC(=O)N(C2CCCC2)C1 (stereo unspecified)
  4 | 15 | 1 | -2
> c1ccc(-c2cn3c4c(sc3n2)CCCC4)cc1
  12 | -6 | 1 | -1
> COc1cc(NS(=O)(=O)c2ccc(Br)s2)cc(OC)c1
  3 | u | 4.5* | u
> Cc1nnc(SCC(=O)Nc2cccc(C(F)(F)F)c2)[nH]c1=O
  14 | 8 | 0.98 | 0
> CCC1CCCCN1C(=O)c1cc(-c2ccc(Cl)c(Cl)c2)on1 (stereo unspecified)
  15 | -8 | 1.1 | 0
> CCN(CC)C(=O)CSc1nnc(-c2cc(OC)cc(OC)c2)o1
  7 | -19 | 1 | -4
> CCN(c1ccccc1)S(=O)(=O)c1ccc(F)c(C(=O)O)c1
  4 | -17 | 0.95 | 7
> C=C(C)Cn1c(-c2ccccc2)nc2ccccc21
  27 | 8 | 1 | -8
> CCn1nc(C)c(/C=C2\CCCC3=C2OC(N)=C(C#N)C3c2c(C)nn(CC)c2C)c1C (stereo unspecified)
  3 | u | 1.6 | u
> CCOC(=O)c1cc2n(n1)C(C(F)(F)C(F)(F)F)CC(C)N2 (stereo unspecified)
  4 | -20 | 1 | -1
> O=C(NCc1ccccc1)c1cc(-c2cccs2)on1
  7 | 7 | 1.1 | 2
> N#Cc1c(Nc2ccccc2)c(C=NCCN2CCOCC2)c[nH]c1=O
  12 | -19 | 1 | 7
> CCOc1ccc(N2C(=O)c3cccnc3C2Nc2ccc(Cl)cc2)cc1 (stereo unspecified)
  12 | -2 | 1.1 | 0
> CCOc1ccc2nc(N3CCCC(C(=O)N4CCN(CC)CC4)C3)sc2c1 (stereo unspecified)
  10 | 1 | 1.1 | 4

Rewritten with each value named: entries from further up
CCCCN(C)CCCNC(=O)c1ccc(N2CCCC2=O)cc1
  Prostate diff: 12 | VLA-4 antagonist: -30 | Autofluor Jurkat: 0.97 | VLA-4 allo ag: 8
COCCNC(=O)C1CC(=O)N(C2CCCC2)C1 (stereo unspecified)
  Prostate diff: 4 | VLA-4 antagonist: 15 | Autofluor Jurkat: 1 | VLA-4 allo ag: -2

Further records.
Fields: Prostate diff | VLA-4 antagonist | Autofluor Jurkat | VLA-4 allo ag
> COC(=O)c1ccccc1NC(=O)Cn1ccnc1
  15 | -8 | 1.1 | 0
> CCOC(=O)N1CCN(C(=O)c2ccc3nc4ccsc4c(=O)n3c2)CC1
  2 | 3 | 1.1 | 0
> CCOCCCNC(=O)c1cc(C)nn1-c1ccccc1
  2 | u | 0.9 | u
> COc1nc(NC(C)(C)C)nc(Oc2ccc(=O)n(C)n2)n1
  7 | 1 | 1.1 | 0
> O=C(Nc1ccc(Cl)cc1C(=O)O)c1ccc2c(c1)C(=O)N(Cc1ccco1)C2=O
  4 | 13 | 1.1 | -18
> CCCN1C(=O)C2C(C(=O)Nc3cccc(OC)c3)C3C=CC2(O3)C1C(=O)NC1CCCCC1 (stereo unspecified)
  11 | 1 | 1 | 1
> COCCOC(=O)C1=C(C)OC(N)=C(C#N)C1c1ccc2c(c1)OCO2 (stereo unspecified)
  6 | -18 | 0.92 | 6
> CCCOc1ccc(/C(O)=C2/C(=O)C(=O)N(CCCOC)C2c2ccncc2)cc1 (stereo unspecified)
  19 | -18 | 1.1 | 8
> COc1c(C(=O)Nc2c(C)n(C)n(-c3ccccc3)c2=O)ccc2ccccc12
  10 | 0 | 1 | 0
> O=C(CSc1nnnn1C1CCCCC1)N1CCc2ccccc21
  3 | -10 | 1.1 | 2
> COC(=O)C1CCN(C(=O)NC(C)(C)C)CC1
  15 | 0 | 0.55 | -1
> Cn1cccc1C1NC(=O)c2c(sc3c2CCC(C(C)(C)C)C3)N1 (stereo unspecified)
  10 | -22 | 1.2 | 12
> CC1=C(C(=O)Nc2ccccc2C)C(c2ccc(C)o2)N2C(=O)CSC2=N1 (stereo unspecified)
  11 | -5 | 1 | 8
> O=C(NCCN1CCOCC1)c1ccc2c(c1)N(Cc1ccccc1F)C(=O)CS2
  4 | -10 | 1 | -2
> COc1ccc(C(=O)Nc2nncs2)cc1S(=O)(=O)N1CC(c2ccccc2)CC1=O (stereo unspecified)
  8 | -9 | 0.98 | 6

Fields: Prostate diff | VLA-4 antagonist | Autofluor Jurkat | VLA-4 allo ag
> CC(=O)Nc1c(C(=O)O)[nH]c2ccccc12
  6 | -14 | 1 | 2
> COc1ccc(NC(=O)CSc2nc3ccccc3c(=O)n2CCNC(C)=O)cc1
  3 | -2 | 1 | -4
> Cc1ccc(C2CC(=O)NC(SCC(=O)OCc3ccccc3)=C2C#N)o1 (stereo unspecified)
  8 | -24 | 1 | 14
> CCCCN(C)C(=O)c1coc(=O)c2ccccc12
  8 | u | 1.1 | u
> Cc1ccccc1NC(=O)Nc1cccs1
  3 | -2 | 1.1 | -4
> CC(C)CNC(=O)C1CC(=O)OC12CCCCC2 (stereo unspecified)
  8 | -10 | 1.1 | 2
> COc1ccc(CCN2C(=O)CC(N3CCN(S(=O)(=O)c4ccccc4)CC3)C2=O)cc1 (stereo unspecified)
  12 | -8 | 1 | 5
> O=C(Nc1ccc(-c2noc(CCc3ccccc3)n2)cc1)c1ccco1
  10 | -14 | 1.1 | -2
> Cc1onc(-c2ccccc2Cl)c1C(=O)Nc1ccc(-n2nncc2C(C)(C)C)cc1
  6 | -5 | 0.97 | 0
> CC(C)OC(=O)CN1CCN(C2c3ccccc3-c3ccccc32)CC1
  9 | 3 | 1.1 | -2
> CC(C)CN(CC(C)C)S(=O)(=O)N1CCC(C(=O)NCc2cccs2)CC1
  24 | -23 | 1 | 4
> Cn1cccc1Cc1nnc(SCC(=O)N2CCCc3ccccc32)n1-c1ccc(F)cc1
  6 | 8 | 1.1 | -2
> CCC(C)C(NCc1cccc(C)c1)C(=O)O (stereo unspecified)
  3 | 3 | 1 | -4
> COc1ccc(CCNC(=O)CN2CCOc3ccccc32)cc1OC
  3 | 2 | 1.1 | 1
> O=C(O)CCC(=O)N1CCc2cc(S(=O)(=O)N3CCN(c4ccc(F)cc4)CC3)ccc21
  11 | -15 | 1 | 8

Fields: Prostate diff | VLA-4 antagonist | Autofluor Jurkat | VLA-4 allo ag
> C/C=C(\C)c1nnc(NC(=O)C(C)C)s1
  5 | -12 | 0.98 | -2
> COc1ccc(S(=O)(=O)Cc2ccc(C(=O)N3CCN(c4cccc(C)c4C)CC3)o2)cc1
  5 | 18 | 0.99 | -3
> Cc1cc2ccccc2c(=O)n1CC(=O)NCC(=O)N1CCN(c2cccc(Cl)c2)CC1
  9 | 13 | 1.1 | -2
> COc1cccc(-c2cc(C(F)(F)F)nc(N3CCOCC3)n2)c1
  3 | 15 | 0.94 | -2
> COc1cc2c(c(OC)c1)C(c1ccncc1)CC(=O)N2 (stereo unspecified)
  5 | -10 | 0.98 | -2
> CCOc1cc(C(=O)Nc2c3c(nn2C(C)(C)C)CS(=O)C3)cc(OCC)c1OCC (stereo unspecified)
  12 | -25 | 0.97 | 7
> O=C(O)CSc1cccc2cccnc12
  13 | -12 | 1 | 0
> O=C(NCC(F)(F)F)N1CCOCC1
  6 | -2 | 1.1 | -3
> Cc1c(NC(=O)Cn2nc(C(=O)O)c3ccccc3c2=O)c(=O)n(-c2ccccc2)n1C
  10 | -5 | 1 | 13
> CCCS(=O)(=O)N1CCCC(C(=O)N2CCN(c3ccccn3)CC2)C1 (stereo unspecified)
  2 | -8 | 1.1 | 6
> COc1ccc(-c2cc(C(=O)Nc3cccc(C(C)=O)c3)no2)cc1
  6 | 5 | 1.1 | 0
> COc1ccc(C(=O)N2CCc3cc(OC)c(OC)cc3C2)cc1OC
  9 | 6 | 1.1 | -2
> Cc1ccccc1OCc1nc(-c2ccc(-n3cccc3)cc2)no1
  10 | 14 | 1 | -2
> CCOCCCNCc1cccc(OC)c1
  6 | -11 | 1 | 2
> CC(C)n1c(CCC(=O)O)ccc1-c1ccccc1
  11 | -13 | 1.1 | 1

An excerpt of these results, comma-delimited.
SMILES,Prostate diff,VLA-4 antagonist,Autofluor Jurkat,VLA-4 allo ag
CC(C)CN(CC(C)C)S(=O)(=O)N1CCC(C(=O)NCc2cccs2)CC1,24,-23,1,4
Cn1cccc1Cc1nnc(SCC(=O)N2CCCc3ccccc32)n1-c1ccc(F)cc1,6,8,1.1,-2
CCC(C)C(NCc1cccc(C)c1)C(=O)O (stereo unspecified),3,3,1,-4
COc1ccc(CCNC(=O)CN2CCOc3ccccc32)cc1OC,3,2,1.1,1
O=C(O)CCC(=O)N1CCc2cc(S(=O)(=O)N3CCN(c4ccc(F)cc4)CC3)ccc21,11,-15,1,8
C/C=C(\C)c1nnc(NC(=O)C(C)C)s1,5,-12,0.98,-2
COc1ccc(S(=O)(=O)Cc2ccc(C(=O)N3CCN(c4cccc(C)c4C)CC3)o2)cc1,5,18,0.99,-3
Cc1cc2ccccc2c(=O)n1CC(=O)NCC(=O)N1CCN(c2cccc(Cl)c2)CC1,9,13,1.1,-2
COc1cccc(-c2cc(C(F)(F)F)nc(N3CCOCC3)n2)c1,3,15,0.94,-2
COc1cc2c(c(OC)c1)C(c1ccncc1)CC(=O)N2 (stereo unspecified),5,-10,0.98,-2
CCOc1cc(C(=O)Nc2c3c(nn2C(C)(C)C)CS(=O)C3)cc(OCC)c1OCC (stereo unspecified),12,-25,0.97,7
O=C(O)CSc1cccc2cccnc12,13,-12,1,0
O=C(NCC(F)(F)F)N1CCOCC1,6,-2,1.1,-3
Cc1c(NC(=O)Cn2nc(C(=O)O)c3ccccc3c2=O)c(=O)n(-c2ccccc2)n1C,10,-5,1,13
CCCS(=O)(=O)N1CCCC(C(=O)N2CCN(c3ccccn3)CC2)C1 (stereo unspecified),2,-8,1.1,6
COc1ccc(-c2cc(C(=O)Nc3cccc(C(C)=O)c3)no2)cc1,6,5,1.1,0
COc1ccc(C(=O)N2CCc3cc(OC)c(OC)cc3C2)cc1OC,9,6,1.1,-2

(continued)
Fields: Prostate diff | VLA-4 antagonist | Autofluor Jurkat | VLA-4 allo ag
> Cc1ccc(Nc2nc(N)nc(CN3CCCCCC3)n2)cc1
  4 | -24 | 0.89 | 8
> O=C(Cn1cnc2c(cnn2-c2ccc(F)cc2)c1=O)NCC1CCCO1 (stereo unspecified)
  22 | -42 | 1.1 | -2
> COc1ccc(-c2c(C)oc3cc(O)cc(O)c3c2=O)cc1OC
  3 | 13 | 1 | u
> CCOc1ccc(NC(=O)N2CCN(c3nc4ccccc4s3)CC2)cc1
  9 | 4 | 1 | -2
> COc1cc2c(C(=O)NCCCOC(C)C)cn(CC(C)C)c(=O)c2cc1OC
  5 | -12 | 0.98 | 3
> COc1cccc(C=Nc2ccc3c(c2)OCCO3)c1O
  3 | -10 | 1.1 | 4
> O=C1NC(=O)C(CC(=O)N(Cc2ccco2)C2(C(=O)NC3CCCC3)CCCCC2)N1 (stereo unspecified)
  5 | -2 | 1 | 2
> COc1ccc(CN2CC34C=CC(O3)C(C(=O)O)C4C2=O)cc1 (stereo unspecified)
  16 | -10 | 1.1 | 4
> COc1ccc(C2=NOC(C(=O)N3CCCc4ccccc43)C2)cc1 (stereo unspecified)
  8 | 2 | 1 | 0
> CCOc1ccc(CCNC(=O)CCN2C(=O)COc3ccccc32)cc1OCC
  7 | 9 | 1 | -2
> O=C(NCc1ccc(F)cc1)c1cc2n(n1)C(C(F)(F)F)CC(C1CC1)N2 (stereo unspecified)
  10 | -8 | 1.1 | -8
> COc1ccccc1-c1cc(C(F)(F)F)nc(NCc2ccco2)n1
  16 | 3 | 0.99 | -2
> O=C(C(Cc1ccccc1)n1cccc1)N1CCN(C2CCCCC2)CC1 (stereo unspecified)
  11 | 15 | 1.1 | 1
